Bioassay records: PubChem BioAssay, Sanford-Burnham Center for Chemical Genomics
MPTP block: blocks calcium-induced mitochondrial swelling | isolated mouse mitochondria, Ca2+ swelling absorbance, 30 min | inhibition, % at 10 µM | 360,000 tested, 1.4% active | AID 602449;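 active = inhibition of 50% or more, scaled per plate between neutral and stimulator controls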;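 also: 0% = DMSO wells given calcium and 100% = 1 mM EGTA wells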
Gli-Sufu antag: antagonists of Gli-Sufu signaling; Sufu-KO-LIGHT fibroblasts, Gli luciferase reporter luminescence; inhibition, % at 5 µM; 340,000 tested, 0.74% active; AID 588413;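 active = inhibition above about 55%, limit read from the data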;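 also: 0% = DMSO-treated cells and 100% = wells with medium but no cells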
EBI2 block: EBI2 (human) antagonism; P32249; inhibition, % at 5 µM; AID 651636; EBI2 beta-arrestin recruitment, luminescence, 7a,25-OHC stimulated; 360,000 tested, 0.81% active; in the data active = inhibition above about 38%;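 also: enzyme fragment complementation signal reports receptor beta-arrestin coupling in cells; 0% = agonist plus DMSO wells and 100% = wells without agonist; some results beyond the cut were filed as inactive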
Target sequence (P32249 whole entry, looked up, the tested form may be a part): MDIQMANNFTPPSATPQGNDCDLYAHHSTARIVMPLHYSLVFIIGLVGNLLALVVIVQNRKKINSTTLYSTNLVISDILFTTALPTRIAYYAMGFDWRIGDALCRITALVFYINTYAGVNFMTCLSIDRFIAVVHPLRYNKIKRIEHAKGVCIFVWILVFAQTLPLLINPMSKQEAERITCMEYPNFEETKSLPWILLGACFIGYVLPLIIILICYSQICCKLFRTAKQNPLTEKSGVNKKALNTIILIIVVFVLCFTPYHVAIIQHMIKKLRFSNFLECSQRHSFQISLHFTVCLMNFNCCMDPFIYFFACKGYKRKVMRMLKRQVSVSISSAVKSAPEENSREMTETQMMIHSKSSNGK
A3G deaminase: APOBEC3G (human) deaminase inhibition. recombinant A3G, ssDNA deamination FAM/TAMRA fluorescence. Q9HC16. 330,000 tested, 0.28% active. inhibition, % at 20 µM;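 active = inhibition of at least 40% at 20 µM, with no more than 30% in the related APOBEC3A deaminase screen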;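 also: plate controls were DMSO wells with A3G for no effect and wells lacking A3G enzyme for full effect; some compounds called inactive have numbers as strong as hits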
CCR6 antagonist: blocks CCL20-driven beta-arrestin recruitment at human CCR6; P51684; CHO-K1 CCR6 PathHunter beta-arrestin, luminescence, CCL20-stimulated; inhibition, % at 20 µM; 340,000 tested, 0.49% active; AID 493098;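 active = compounds whose inhibition of the agonist-driven luminescence signal at 20 µM reaches about 50%, limit read from the data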;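 also: cells stimulated with CCL20 at 14 nM final; plate controls were DMSO with CCL20 for no effect and DMSO without agonist for full effect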
Target sequence (P51684 whole entry, looked up): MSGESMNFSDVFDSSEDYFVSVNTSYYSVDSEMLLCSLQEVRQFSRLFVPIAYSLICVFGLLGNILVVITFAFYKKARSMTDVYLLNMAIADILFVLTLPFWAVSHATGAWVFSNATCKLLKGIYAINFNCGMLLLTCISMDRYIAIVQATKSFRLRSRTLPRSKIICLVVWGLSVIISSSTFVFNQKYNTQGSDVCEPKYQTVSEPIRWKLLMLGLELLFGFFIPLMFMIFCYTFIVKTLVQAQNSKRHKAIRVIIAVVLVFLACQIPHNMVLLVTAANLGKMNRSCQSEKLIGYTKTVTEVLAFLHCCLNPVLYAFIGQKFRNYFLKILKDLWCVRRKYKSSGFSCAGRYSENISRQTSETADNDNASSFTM
A3A deaminase: blocks human APOBEC3A ssDNA deamination; P31941; recombinant A3A, FAM/TAMRA ssDNA deamination fluorescence; inhibition, % at 20 µM; 330,000 tested, 0.41% active;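 active = at least 40% inhibition at 20 µM here, with at most 30% in a related deaminase screen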;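 also: plate controls were A3A with DMSO for no effect and wells lacking A3A enzyme for full effect; some results filed as inactive read as strong as hits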
Target sequence (P31941 whole entry, looked up): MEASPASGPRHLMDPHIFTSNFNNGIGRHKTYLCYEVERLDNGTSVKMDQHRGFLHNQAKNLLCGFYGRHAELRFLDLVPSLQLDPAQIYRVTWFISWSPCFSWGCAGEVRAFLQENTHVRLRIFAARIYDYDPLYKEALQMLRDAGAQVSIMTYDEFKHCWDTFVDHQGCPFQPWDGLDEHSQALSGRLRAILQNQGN
CXCR6 block: blocks human CXCR6 beta-arrestin recruitment; O00574; CHO-K1 PathHunter CXCR6 beta-arrestin, luminescence; inhibition, % at 20 µM; 360,000 tested, 0.36% active; AID 602244; in the data active = inhibition above about 34%, passing the limit was not always enough;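 also: antagonist mode with CXCL16 agonist at 10 nM final; 0% = 10 nM CXCL16 with DMSO and 100% = unstimulated wells without agonist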
GRIN3A LBD mod: modulates the human NR3A ligand-binding domain. NR3A LBD differential scanning fluorimetry, Tm shift; 0% = protein alone, 100% = glycine-bound protein. Tm shift relative to glycine control, % at 25 µM. 340,000 tested, 2.5% active. AID 1259313;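 active = melting temperature shift of at least 10% of the positive control shift, at one fixed dose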
* = called active by the depositor; . = no result given. Not a hit list; about 5.8% have a hit in one of these screens.

SMILES	MPTP block	Gli-Sufu antag	EBI2 block	A3G deaminase	CCR6 antagonist	A3A deaminase	CXCR6 block	GRIN3A LBD mod
O=S(=O)(c1cccc(-n2cnnn2)c1)N1CCOCC1	0.9	9	-12	-5	-11	-4	4	1
CS(=O)(=O)N1N=C(c2cccs2)CC1c1ccccc1F (centres undefined)	1.8	-13	-2	-6	12	5	10	0
CCOC(=O)C1=C(COC(=O)CCc2ccccc2)NC(=O)NC1C (centres undefined)	-0.5	-4	-2	-7	5	0	0	2
COc1ccc(CCNC(=O)c2cc(C3CC3)nc3c2cnn3C(C)C)cc1	0.2	-5	1	-3	18	0	12	-2
CCN(CC)C(=O)Cn1cnc2sc(C(=O)N3CCN(c4ccc(OC)cc4)CC3)c(C)c2c1=O	-1.7	0	-4	-5	10	-3	-9	-4
CCN(CC)CCN1C(=O)c2oc3ccccc3c(=O)c2C1c1cccc(Br)c1 (centres undefined)	3.1	3	-7	0	0	2	3	-2
CCc1cc(-c2n[nH]c(C)c2-c2ccccc2Cl)c(O)cc1OC	1.0	3	-2	3	11	1	6	13*
O=C1CC(N2CCCCCC2)C(=O)N1c1ccc2c(c1)OCO2 (centres undefined)	-1.0	-7	-4	2	4	0	-8	-1
COC(=O)c1sc(NC(=O)CN2CCN(c3cccc(Cl)c3)CC2)c(C(=O)OC)c1C	9.0	-4	-4	.	11	.	0	-4
Oc1ccc2n[nH]nc2c1	-2.0	-4	-23	0	8	-1	-6	-2
COCCCNC(=S)NCCNc1nc2c(C)c(C)ccc2cc1C#N	-0.1	19	0	.	-5	.	-5	-11
N/C(=N\O)c1ccc([N+](=O)[O-])s1	1.7	4	2	1	-7	2	2	1
Nc1ccccc1S(=O)(=O)c1ccccc1N	-0.8	-1	-2	-7	-9	-2	-1	0
CCc1nnc(NC(=O)CSc2nc3ccccc3c(=O)n2CCCOC)s1	2.9	16	-24	-3	6	4	0	1
CC(C)c1ccc(CCNC(=O)CCNS(=O)(=O)c2ccc(Br)cc2)cc1	1.3	38	1	-6	5	0	7	0
CC1(C)CC(NCc2ccccc2)CCO1 (centres undefined)	-0.6	-3	-16	-5	-6	4	-1	-1
CNC(=O)NC(=O)CSc1nnc(C(F)(F)F)n1C	-0.4	6	-13	-2	-16	2	-4	2
NS(=O)(=O)c1ccc(NC(=O)COc2ccc(Cl)cc2)cc1	-0.3	1	-1	-8	7	-3	-10	-1
Cc1ccc(S(=O)(=O)N[C@H](C(=O)N2CCC3(O)CCCCC3C2)c2ccccc2)cc1 (some centres undefined)	-1.5	-10	-5	-4	11	-2	-4	2
COc1cccc(C2=NOC(C(=O)Nc3cccnc3)C2)c1 (centres undefined)	-5.4	7	-14	-3	-11	1	-5	0
CC(=O)Nc1ccc(S(=O)(=O)N(Cc2ccccc2)C(C)C)cc1	1.7	57*	11	-2	2	1	-7	1
O=C(COC(=O)CNS(=O)(=O)c1c(Cl)cccc1Cl)Nc1cccnc1Cl	0.3	4	-1	-9	7	-1	0	-3
Cc1cc2c(c(=O)n1Cc1cccnc1)C(Cc1ccccc1)C(C#N)=C(N)O2 (centres undefined)	0.5	2	-1	-10	-7	-5	0	2
C=CCNC(=O)C1CC2c3ccccc3C1c1ccccc12 (centres undefined)	2.0	1	9	-4	8	1	-1	1
O=C(Nc1cccc(Cl)c1)N(CCN1CCOCC1)Cc1cccc(Cl)c1	85*	14	4	0	6	0	0	6
COc1ccc(NC(=O)c2nc[nH]c2C(=O)N[C@H](C)c2ccccc2)cc1	0.5	0	-30	4	-9	4	19	-16
CCCCc1nc2c(=O)[nH]c3ccccc3c2o1	0.6	-20	1	-8	-3	9	-1	-1
S=C1SCN(Cc2ccco2)CN1Cc1ccco1	-0.4	2	-3	-8	12	0	-4	-1
O=C(COC(=O)c1c(Cl)cccc1Cl)NCc1cccs1	-1.0	-1	-1	5	7	1	6	2
CC(C)(C)NS(=O)(=O)c1ccc(Oc2ncc(C(F)(F)F)cc2Cl)cc1	4.6	6	2	0	17	2	-8	-1
Cc1cccc(N/N=C/c2ccc(O)c(O)c2O)c1	4.5	2	4	1	7	8	-6	-1
CCCOc1ccc(C2C(C(=O)c3ccc(C)o3)=C(O)C(=O)N2Cc2ccco2)cc1 (centres undefined)	-3.5	10	-5	-6	4	2	17	-1
Cn1c(SCc2ccc(F)cc2)nnc1-c1cccs1	-2.2	-63	-1	-3	-10	2	-5	-3
COc1cc2oc(=O)cc(-c3ccc(-c4ccc(C)cc4)cc3)c2c(OC)c1OC	0.5	-1	9	1	12	2	10	2
Cc1cc2oc(C(=O)Nc3nonc3C)c(C)c2cc1Cl	-1.2	-13	5	-2	8	-3	-14	-5
COc1ccc(Cc2nc(-c3ccc(-n4cccc4)cc3)no2)cc1	-1.8	-19	-2	-9	11	-1	5	-2
CC1CN(C(=O)c2ccc(Br)c(S(=O)(=O)N3CCOCC3)c2)CC(C)O1 (centres undefined)	-0.8	-1	6	4	4	6	1	-3
O=C(NCc1ccccc1Cl)C1CCN(S(=O)(=O)N2CCCC2)CC1	-0.7	-7	0	1	0	3	4	0
O=C(OCCN1CCCCC1)c1cccc(Cl)c1	0.7	-1	-6	2	2	-1	-1	-1
O=C(NCCO)C(=O)Nc1cc2c3c(c1)CCC(=O)N3CCC2	0.4	3	2	6	3	-3	-10	4
CC(=O)Nc1ccc(SCC(=O)O)cc1	-2.1	6	2	-5	3	-4	-11	0
COCCCNCCOCCOc1ccccc1-c1ccccc1	0.6	7	-4	-2	21	-1	-1	-6
Cc1ccc(SCCC(=O)N2CCCC2)cc1	0.2	-24	-7	-9	4	-5	0	4
Cc1ccc(-c2nnn(CC(=O)N(c3cccc(F)c3)C(C(=O)NC3CCCC3)c3ccncc3)n2)o1 (centres undefined)	2.3	-10	5	2	7	3	-7	-3
CCNc1nc(-c2ccc(Cl)cc2)cs1	0.0	-3	7	-6	1	-4	9	4
COc1ccc(-c2nnc(C(C)Nc3cccc(C(=O)NC4CC4)c3)o2)cc1 (centres undefined)	-1.8	-4	-6	-1	6	12	-5	-1
COc1cc(/C=N/NC(=O)c2ccc(CN(C)S(=O)(=O)c3ccc(C)cc3)cc2)ccc1O	-1.3	5	5	-3	-2	2	3	6
O=C(CCC(=O)N1CCN(S(=O)(=O)c2ccccc2Cl)CC1)c1ccccc1	-1.7	-5	5	-11	6	-5	5	2
O=C(NC1(C(F)(F)F)NC(=O)N(Cc2cccnc2)C1=O)c1cccs1 (centres undefined)	-0.9	-2	4	-7	12	-5	6	3
COCCNC(=O)c1onc(CSc2cccc(C)c2)c1C(=O)O	0.1	-6	-7	.	5	.	5	18*
O=c1c2ccccc2nnn1Cc1ccccc1Cl	-0.7	-23	8	0	-6	6	-1	0
Cn1c(=O)c(C(=O)N2CCc3ccccc32)cc2cccnc21	0.2	1	-9	-3	2	-1	-5	2
CCC(=O)Nc1cccc(C2=NOC3(C2)C[C@H](C(N)=O)N(C(=O)c2ccc(Cl)cc2)C3)c1 (some centres undefined)	-0.1	-5	-3	-6	-2	0	0	5
CC(C)Oc1ccc(C(=O)N2CCCC2C(=O)O)cc1 (centres undefined)	0.0	29	-4	-3	1	-4	-2	7
CC(C)(C)NC(=O)C(c1ccccc1)N(Cc1cccs1)C(=O)c1csnn1 (centres undefined)	-0.3	8	-8	-5	4	-3	6	0
CCn1cc(C(=O)NCC2COc3ccccc3O2)c2cc(OC)c(OC)cc2c1=O (centres undefined)	0.7	11	3	-1	-2	-5	-5	-2
COc1ccc(N2CCN(C(=O)CCCCCn3c(=O)[nH]c4ccsc4c3=O)CC2)cc1	1.0	-22	2	-6	2	-4	-4	-2
CN(C(=O)CN1CCC(NC(=O)c2ccccc2Br)CC1)C1CCCCC1	-0.6	22	2	-1	-5	2	2	-1
Cc1cc(C)cc(OCC(=O)N(C)CC(=O)Nc2ccc(N3CCOCC3)cc2)c1	-1.0	-7	0	-9	-8	-3	4	0
COC(=O)CC1COc2ccccc2N1C(=O)/C=C/c1ccccc1 (centres undefined)	1.3	9	17	-3	9	2	5	0

An excerpt of these results, as a markdown table:
| smiles | MPTP block | Gli-Sufu antag | EBI2 block | A3G deaminase | CCR6 antagonist | A3A deaminase | CXCR6 block | GRIN3A LBD mod |
| --- | --- | --- | --- | --- | --- | --- | --- | --- |
| COc1ccc(N2CCN(C(=O)CCCCCn3c(=O)[nH]c4ccsc4c3=O)CC2)cc1 | 1.0 | -22 | 2 | -6 | 2 | -4 | -4 | -2 |
| CCn1cc(C(=O)NCC2COc3ccccc3O2)c2cc(OC)c(OC)cc2c1=O (centres undefined) | 0.7 | 11 | 3 | -1 | -2 | -5 | -5 | -2 |
| O=S(=O)(c1cccc(-n2cnnn2)c1)N1CCOCC1 | 0.9 | 9 | -12 | -5 | -11 | -4 | 4 | 1 |
| CCN(CC)C(=O)Cn1cnc2sc(C(=O)N3CCN(c4ccc(OC)cc4)CC3)c(C)c2c1=O | -1.7 | 0 | -4 | -5 | 10 | -3 | -9 | -4 |

Back to the main list; the 7 compounds before the break are reprinted first.
SMILES	MPTP block	Gli-Sufu antag	EBI2 block	A3G deaminase	CCR6 antagonist	A3A deaminase	CXCR6 block	GRIN3A LBD mod
CC(C)Oc1ccc(C(=O)N2CCCC2C(=O)O)cc1 (centres undefined)	0.0	29	-4	-3	1	-4	-2	7
CC(C)(C)NC(=O)C(c1ccccc1)N(Cc1cccs1)C(=O)c1csnn1 (centres undefined)	-0.3	8	-8	-5	4	-3	6	0
CCn1cc(C(=O)NCC2COc3ccccc3O2)c2cc(OC)c(OC)cc2c1=O (centres undefined)	0.7	11	3	-1	-2	-5	-5	-2
COc1ccc(N2CCN(C(=O)CCCCCn3c(=O)[nH]c4ccsc4c3=O)CC2)cc1	1.0	-22	2	-6	2	-4	-4	-2
CN(C(=O)CN1CCC(NC(=O)c2ccccc2Br)CC1)C1CCCCC1	-0.6	22	2	-1	-5	2	2	-1
Cc1cc(C)cc(OCC(=O)N(C)CC(=O)Nc2ccc(N3CCOCC3)cc2)c1	-1.0	-7	0	-9	-8	-3	4	0
COC(=O)CC1COc2ccccc2N1C(=O)/C=C/c1ccccc1 (centres undefined)	1.3	9	17	-3	9	2	5	0
CC/C(=N\N=C(/CC)c1ccccc1N)c1ccccc1N	0.4	-7	1	-7	14	6	7	-1
Cc1occc1C(=O)N/N=C/c1ccc(OCc2ccccc2)cc1	-2.2	-37	-6	-1	2	3	-3	35*
CCOC(=O)c1c(NC(=O)c2cccnc2Cl)sc(C(=O)N(C)C)c1C	1.0	-2	-10	-3	1	-3	-6	-2
CCN(CC(=O)NCc1ccc(Cl)cc1)C(=O)/C=C/c1ccc(Cl)c([N+](=O)[O-])c1	-0.7	-2	21	4	17	-3	11	0
CC(=O)N/N=C(\C)CC(=O)NC(C)(C)C	0.0	-2	-1	-2	-6	-2	6	-1
CC(C)CCNC(=O)C(=O)Nc1ccccc1	-0.9	-95	-14	-2	4	-1	1	0
O=C(Nc1ccc(-c2cn3ccccc3n2)cc1)c1ccco1	-14	-72	-19	-5	-3	3	-1	24*
COc1ccc2cc(C(=O)NCCCN3CCCC3=O)[nH]c2c1	-1.4	-24	3	-8	9	-3	-6	0
CCOC(=O)Cc1csc(N/C(=N/S(=O)(=O)c2ccc(Cl)cc2)c2ccccc2)n1	12	7	-8	0	9	5	-5	-9

Single records, from the list above. Screens in order: MPTP block | Gli-Sufu antag | EBI2 block | A3G deaminase | CCR6 antagonist | A3A deaminase | CXCR6 block | GRIN3A LBD mod
CC(C)CCNC(=O)C(=O)Nc1ccccc1 is listed with -0.9 | -95 | -14 | -2 | 4 | -1 | 1 | 0
CCN(CC(=O)NCc1ccc(Cl)cc1)C(=O)/C=C/c1ccc(Cl)c([N+](=O)[O-])c1 is listed with -0.7 | -2 | 21 | 4 | 17 | -3 | 11 | 0
COc1ccc2cc(C(=O)NCCCN3CCCC3=O)[nH]c2c1 is listed with -1.4 | -24 | 3 | -8 | 9 | -3 | -6 | 0
